MIN6 prolif: inducers of MIN6 beta-cell proliferation, primary screen, ATP luminescence, uHTS; proliferation, % at 10 µM; MIN6 cells proliferation, ATPlite luminescence, 48 h; cells starved in 0.2% serum; 100% = growth in 10% serum; AID 2380, 2010; 330,000 tested, 0.29% active;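 active = compounds whose signal lies at least 3.5 SD above the mean of all wells on their plate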;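 also: 0% = DMSO-treated cells in low-serum medium and 100% = 10% serum control; some compounds called inactive have numbers as strong as hits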
hIAP block: human IAP inhibitors, primary screen, biochemical, luminescence, uHTS; purified IAP, CDP-Star luminescence, 30 min; inhibition, % at 10 µM; 330,000 tested, 0.12% active; AID 2544, 2010;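 active = inhibition reaching a set limit with compound at 10 µM in the primary screen, cut at about 35% in these data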;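 also: plate controls were DMSO wells with enzyme for no effect and no-enzyme buffer wells for full effect; values of inactives mirror those of a sister screen read the other way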
Target sequence (P09923 whole entry, looked up): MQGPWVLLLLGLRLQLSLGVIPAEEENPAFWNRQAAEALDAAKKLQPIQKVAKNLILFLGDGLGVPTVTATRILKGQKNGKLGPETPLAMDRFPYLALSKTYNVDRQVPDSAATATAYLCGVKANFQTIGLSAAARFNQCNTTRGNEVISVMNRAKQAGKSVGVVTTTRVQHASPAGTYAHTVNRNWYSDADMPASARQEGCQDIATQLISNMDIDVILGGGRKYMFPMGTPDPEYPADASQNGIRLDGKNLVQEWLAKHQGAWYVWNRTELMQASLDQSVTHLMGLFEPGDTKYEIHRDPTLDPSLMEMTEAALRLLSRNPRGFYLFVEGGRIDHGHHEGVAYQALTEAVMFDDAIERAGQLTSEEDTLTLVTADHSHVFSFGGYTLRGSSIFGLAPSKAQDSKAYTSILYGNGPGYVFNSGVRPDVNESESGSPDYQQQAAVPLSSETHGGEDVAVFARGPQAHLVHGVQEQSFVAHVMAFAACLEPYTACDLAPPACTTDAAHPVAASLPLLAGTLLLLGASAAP
SENP1 FRET inh: human SENP1 catalytic domain inhibitors, primary screen, biochemical, FRET, uHTS | Sentrin-specific protease 1 (Homo sapiens), Q9P0U3 | recombinant SENP1 catalytic domain, CyPet-SUMO1-YPet FRET cleavage | inhibition, % at 10 µM | 360,000 tested, 0.21% active;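 active = inhibition at least 30% at 10 µM, raw YFP signal under a set limit, fluorescence ratio 0.5 to 1.5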;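 also: 0% = enzyme with DMSO and 100% = no enzyme wells; some results filed as inactive read as strong as hits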
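System: Recombinant human SENP1 catalytic domain, His6-tagged | Incubation: Enzyme reaction for 50 min at room temperature, dark | Medium: Tris pH 8 with BME, BSA, NP40 and catalase | Also added: 25 nM SUMO1 FRET substrate | Compound: 10 µM single point, 0.5% DMSO | Measured by: FRET fluorescence in CFP and YFP emission channels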
A3G deaminase: APOBEC3G DNA deaminase inhibitors, primary screen, biochemical, fluorescence, single-stranded DNA substrate, uHTS; DNA dC->dU-editing enzyme APOBEC-3G (Homo sapiens), Q9HC16; recombinant A3G, ssDNA deamination FAM/TAMRA fluorescence; inhibition, % at 20 µM; 330,000 tested, 0.28% active;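 active = inhibition of at least 40% at 20 µM, with no more than 30% in the related APOBEC3A deaminase screen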;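 also: plate controls were DMSO wells with A3G for no effect and wells lacking A3G enzyme for full effect; some compounds called inactive have numbers as strong as hits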
Target sequence (Q9HC16 whole entry, looked up): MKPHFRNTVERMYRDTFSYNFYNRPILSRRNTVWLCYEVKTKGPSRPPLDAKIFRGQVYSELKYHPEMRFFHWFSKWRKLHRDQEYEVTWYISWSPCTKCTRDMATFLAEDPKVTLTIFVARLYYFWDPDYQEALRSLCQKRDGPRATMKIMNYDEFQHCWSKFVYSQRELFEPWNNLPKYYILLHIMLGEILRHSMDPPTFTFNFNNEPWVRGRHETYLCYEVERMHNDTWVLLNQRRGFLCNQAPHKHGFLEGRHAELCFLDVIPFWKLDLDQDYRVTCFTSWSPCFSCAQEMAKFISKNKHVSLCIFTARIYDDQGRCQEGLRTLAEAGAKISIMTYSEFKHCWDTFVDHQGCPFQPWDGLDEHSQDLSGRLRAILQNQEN
mIAP activ: activators of mouse IAP, primary screen, biochemical, luminescence, uHTS; intestinal alkaline phosphatase [Mus musculus]; muIAP, CDP-Star luminescence, 30 min; hits give high values; 1 = vehicle-only enzyme signal, 0 = enzyme-free wells; activation factor at 10 µM; 330,000 tested, 0.24% active; AID 2805, 2010;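 active = activation factor of at least 2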; also: the source names both 10 and 20 µM as test concentration; values of inactives mirror those of a sister screen read the other way
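Assay system: mouse IAP enzyme / Compound: DMSO-dissolved test compounds / Timing: 30 min, room temperature / Measured by: luminescence from enzymatic CDP-Star hydrolysis / Control set: DMSO-only wells, enzyme-free buffer wells as negative control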
hIAP activ: human IAP activators, primary screen, biochemical, luminescence, uHTS | Intestinal-type alkaline phosphatase (Homo sapiens), P09923 | purified human IAP, CDP-Star luminescence, 30 min; hits give high values; 1 = vehicle-only enzyme, 0 = enzyme-free background | activation factor at 10 µM | 330,000 tested, 0.16% active | AID 2524, 2010;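 active = activation factor of the enzyme at least 2-fold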; also: the source names both 10 and 20 µM as test concentration; values of inactives mirror those of a sister screen read the other way
NLRP3 yeast inh: NALP3 inflammasome inhibitors in reconstituted yeast, primary screen, luminescence, uHTS. 330,000 tested, 0.39% active. AID 2825, 2010. Yeast reconstituted NLRP3/ASC/caspase-1, beta-gal luminescence, 24 h. inhibition, % at 10 µM;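 active = inhibition of 50% or more; inactive = inhibition below 50%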;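 also: plate controls were induced DMSO wells for no effect and uninduced yeast grown without galactose for full effect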
A3A deaminase: APOBEC3A ssDNA deaminase inhibitors, primary screen, selectivity assay for APOBEC3G inhibitor project, biochemical, FAM/TAMRA oligo cleavage fluorescence. DNA dC->dU-editing enzyme APOBEC-3A (Homo sapiens), P31941. recombinant A3A, FAM/TAMRA ssDNA deamination fluorescence. inhibition, % at 20 µM. 330,000 tested, 0.41% active;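 active = at least 40% inhibition at 20 µM here, with at most 30% in a related deaminase screen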;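 also: plate controls were A3A with DMSO for no effect and wells lacking A3A enzyme for full effect; some results filed as inactive read as strong as hits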
mIAP inh: inhibitors of mouse IAP, primary screen, biochemical, luminescence, uHTS; intestinal alkaline phosphatase [Mus musculus]; purified mouse IAP, CDP-Star luminescence, 30 min; inhibition, % at 10 µM; 330,000 tested, 0.2% active; AID 2806, 2010;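 active = inhibition of at least 40% at 10 µM in the primary screen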;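 also: plate controls were DMSO with enzyme for no effect and no enzyme wells for full effect; values of inactives mirror those of a sister screen read the other way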
* hit, by the source's call; nt = not tested or not shown. These rows are one share of the data; rates above refer to the full screens.

The line under a structure holds: MIN6 prolif	hIAP block	SENP1 FRET inh	A3G deaminase	mIAP activ	hIAP activ	NLRP3 yeast inh	A3A deaminase	mIAP inh
- C/C(=N\NC(=O)Nc1ccccc1)c1ccc2ccccc2c1
  -1	18	3	-8	0.92	0.82	16	-7	8
- Cc1cc(C)cc(OCC(=O)N2CCN(c3ncccn3)CC2)c1
  0	-10	1	2	1.1	1.1	28	1	-6
- Cn1nccc1NS(=O)(=O)c1ccc(C(C)(C)C)cc1
  -1	-1	4	-11	1	1	26	-1	-1
- NC(=O)C1CCN(S(=O)(=O)c2ccccc2[N+](=O)[O-])CC1
  -2	10	0	-7	1	0.9	9	-6	-4
- CCOc1ccc(NC(=O)C2CCCN2C(=O)OCc2ccccc2)cc1 (stereo not given)
  0	22	-1	-7	0.9	0.79	11	-1	10
- Cc1nc2n(n1)CC(O)CS2 (stereo not given)
  0	-11	0	-3	0.94	1.1	-9	-3	6
- O=C(COc1ccc(Br)cc1CO)Nc1ccccc1
  0	8	3	-7	1	0.92	13	-1	-4
- O=C(CCCOc1ccc(Cl)cc1Cl)n1nnc2ccccc21
  -2	-3	2	-2	0.98	1	19	2	2
- CCN(CC(=O)Nc1ccc(S(=O)(=O)N2CCCC2)cc1)CC(=O)Nc1ccccc1C(F)(F)F
  -5	-35	1	3	1	1.4	23	19	-4
- Cc1ccc(C(=O)O/N=C(\N)c2ccc(Br)cc2)cc1
  -1	-13	2	0	1	1.1	21	2	-1
- C=CCn1c(NC(=O)c2ccc(C)cc2)nc2ccccc21
  -3	-16	-1	-4	0.95	1.2	15	0	5
- CC(=O)OCc1cc(-c2nn(C)c(=O)c3ccccc23)ccc1C
  -4	-15	0	-5	1.1	1.1	16	2	-7
- CN(C)CC(=O)Nc1ccc2cn[nH]c2c1
  -4	6	1	-2	1	0.94	12	-1	0
- Nc1ccc2c(c1)N1CCN=C1S2
  -2	4	2	-6	0.98	0.96	-12	-6	2
- C[C@@H]1C=C(C(=O)NCc2ccccc2)O[C@H](OCc2ccc(CO)cc2)C1
  -2	2	-1	-6	0.99	0.98	8	-1	0
- OCCNCCOc1ccccc1-c1ccccc1
  0	5	-2	1	0.99	0.95	4	-2	1
- COc1ccccc1OCCOCCOc1ccc(C)cc1[N+](=O)[O-]
  -4	17	3	-8	0.94	0.83	30	-2	6
- CN1CCN(C(=O)CCCN2C(=O)/C(=C/c3ccc(Cl)cc3)SC2=S)CC1
  -2	-4	-3	-2	0.79	1	16	0	21
- CCn1c(C)c(C)c2cc(C(=O)NC3CCCCCC3)ccc21
  -1	-2	-8	-3	1.1	1	26	-6	-7
- O=C(CNC(=O)c1ccc(Cl)cc1)N/N=C/c1cccnc1
  -1	-18	4	-9	1	1.2	6	-3	-1
- CCOc1ccc(CNC(=O)CCS(=O)(=O)c2ccc3c(c2)NC(=O)CO3)cc1OC
  -3	22	0	6	1.1	0.78	18	-1	-6
- COc1ccc(S(=O)(=O)Nc2ccc(C)cc2)cc1N(C)S(=O)(=O)c1ccc(Cl)cc1
  -4	13	2	5	1	0.87	14	3	-3
- Cc1ccc[n+](CC(=O)c2ccc(NC(=O)c3ccccc3)cc2)c1
  5	-14	-2	-4	0.96	1.1	-5	-4	4
- O=C(Cn1c(=O)oc2cc(S(=O)(=O)N3CCCC3)ccc21)N1CCN(c2ccccn2)CC1
  -3	-11	3	-7	0.85	1.1	16	-2	15
- Cc1ccccc1OCc1nc(-c2ccc(Br)o2)no1
  -2	6	1	-8	0.98	0.94	29	-6	2
- O=C(O)c1ccc(NS(=O)(=O)c2ccc(N3C(=O)CCC3=O)cc2)cc1
  -3	5	1	4	1	0.95	30	3	-2
- CSc1c(CC(=O)Nc2ccc(F)cc2)n(Cc2ccccc2)c2ccccc12
  -5	4	1	-3	1.2	0.96	10	-1	-21
- NC(=O)COc1ccccc1/C=C1/SC(=O)N(CC(=O)N2CCc3ccccc3C2)C1=O
  -2	17	-1	-8	0.92	0.83	3	-1	8
- COC(=O)c1cc(S(=O)(=O)NCC2CCN(CCc3ccc(OC)cc3)CC2)cn1C
  -1	-16	0	-3	0.96	1.2	-2	-4	4
- O=C(CSc1cccc[n+]1[O-])C12CC3CC(CC(C3)C1)C2
  1	-5	2	5	0.9	1.1	1	10	10

Carrying on.
The line under a structure holds: MIN6 prolif	hIAP block	SENP1 FRET inh	A3G deaminase	mIAP activ	hIAP activ	NLRP3 yeast inh	A3A deaminase	mIAP inh
- Cc1oc2c(cc(NS(=O)(=O)c3ccc(C(C)C)cc3)c3ccccc32)c1C(=O)O
  -2	10	22	-2	0.99	0.9	18	4	1
- Cc1ccc(S(=O)(=O)N2CCN(C(=O)c3nn(C(C)C)c(=O)c4ccccc34)CC2)cc1C
  5.4*	22	2	-4	0.99	0.78	12	-3	1
- Cn1c(SCC(=O)NNC(=O)Nc2ccccc2)nnc1-c1ccccc1
  -2	-8	0	-1	1	1.1	2	5	-3
- O=C(NS(=O)(=O)c1ccc(Cl)s1)c1ccccc1
  0	-24	1	-7	1	1.2	3	-7	-3
- CN(C(=O)COC(=O)c1ccc(=O)n(Cc2ccccc2)n1)C1CCS(=O)(=O)C1 (stereo not given)
  4	5	-2	-1	1	0.95	15	0	0
- COc1ccc(CCNC(=O)c2cc(-c3ccccc3)c(N3CCOCC3)s2)cc1OC
  -2	-43	0	-1	2.2*	1.4	3	-4	-115
- Cc1cccc(CN2CCC(n3nccc3NC(=O)c3ccccc3C)CC2)n1
  0	-8	0	-5	1	1.1	12	-1	-2
- O=S(=O)(c1cccs1)N1CCN(c2ccc(O)cc2)CC1
  2	7	2	2	0.95	0.93	24	0	5
- O=C(NC(=S)Nc1ccc(Cc2ccncc2)cc1)c1ccc(F)cc1
  -6	-2	0	-6	0.78	1	11	0	22
- Cn1ccnc1Sc1ccc(/C=N/NC(=O)c2ccccc2O)cc1[N+](=O)[O-]
  -3	1	1	-6	0.92	0.99	2	1	8
- COCCn1c(SCC(=O)Nc2ccc(S(=O)(=O)N3CCOCC3)cc2)nc2ccccc21
  -1	15	1	-3	1	0.85	5	1	-1
- O=C(c1ccc2c(c1)OCCO2)N1CCCC(CNS(=O)(=O)c2cccs2)C1 (stereo not given)
  -2	-24	0	-3	0.99	1.2	3	1	1
- Cc1ccc(-n2nnnc2SCC(=O)NC(=O)Nc2ccc3c(c2)OCCO3)cc1
  -4	16	0	-7	1	0.84	12	-3	0
- COc1ccc(C(=O)Nc2ccccn2)cc1S(=O)(=O)N1CCOCC1
  4	-31	1	-7	1	1.3	12	-1	-4
- O=C(C1CCCO1)N1CCN(c2ncccn2)CC1 (stereo not given)
  -3	0	0	-4	1.1	1	3	0	-12
- CCCc1cc(=O)oc2c3c(cc(OCC(=O)NCc4ccccn4)c12)OC(C)(C)CC3
  0	9	-1	-3	1	0.91	13	-1	-1
- O=C(CN1CCOCC1)N/N=C/c1ccc(-c2ccc(C(=O)O)cc2)o1
  1	7	-1	17	0.94	0.93	2	43*	6
- CC(=O)NC(CC(=O)OCC(=O)N1CCN(S(=O)(=O)c2ccc(C)cc2C)CC1)c1ccccc1 (stereo not given)
  7	6	-1	-6	1.1	0.94	-12	0	-9
- CC(C)c1nc(SCC(=O)Nc2ccc(N(C)C)cc2)c2ccccc2n1
  -2	17	2	-16	0.97	0.83	5	-7	2
- O=Cc1ccc(C(=O)OCC(=O)NCCC2=CCCCC2)cc1
  0	0	3	-6	0.88	1	10	-5	12
- COc1ccccc1C(=O)N1C(CC(=O)Nc2ccc(C)c(C)c2)C(=O)NC2CCCCC21 (stereo not given)
  -3	-16	0	0	1.1	1.2	0	0	-6
- CC(=O)[C@H]1[C@H](c2cccc(Cl)c2)C(C#N)(C#N)[C@@H]2c3ccccc3C=CN21
  -4	-18	nt	-7	0.96	1.2	-6	-6	4
- Cc1onc(-c2ccccc2)c1-c1ccnn1C(=O)NC(C)C
  -4	3	2	-4	0.92	0.97	-5	3	8
- Cc1cc(C)c(C)c(S(=O)(=O)NCc2ccc(C(=O)NCC3CCCO3)cc2)c1C (stereo not given)
  7	-6	1	-6	0.97	1.1	12	0	3
- CC(=O)Nc1ccc(S(=O)(=O)N2CCCN(c3nc(C)cc(C)c3C#N)CC2)cc1
  2	-7	0	-5	0.95	1.1	-3	-2	5

Structures shown so far with bromine:
The line under a structure holds: MIN6 prolif	hIAP block	SENP1 FRET inh	A3G deaminase	mIAP activ	hIAP activ	NLRP3 yeast inh	A3A deaminase	mIAP inh
- O=C(COc1ccc(Br)cc1CO)Nc1ccccc1
  0	8	3	-7	1	0.92	13	-1	-4
- Cc1ccc(C(=O)O/N=C(\N)c2ccc(Br)cc2)cc1
  -1	-13	2	0	1	1.1	21	2	-1
- Cc1ccccc1OCc1nc(-c2ccc(Br)o2)no1
  -2	6	1	-8	0.98	0.94	29	-6	2

Source: PubChem
